Screening data deposited in PubChem BioAssay by several laboratories.
PKA-R1A activ: activates the PKA-R1A holoenzyme complex. activation, % at 11.4 µM. P00514+P68181. PKA-R1A dissociation, Cy5-IP20 fluorescence polarization; scaled: DMSO 0%, 113 µM cGMP 100%. actives 0.083% (n = 340,000);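 active = percent activation above the mean of all tested compounds plus 3 SD, cut at about 19% in these data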;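 note: higher means more PKAc released from R1A so a rise in polarization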
Ecoli viability: bacterial growth inhibition, counter-screen for AddAB inhibitors; AID 449728; actives 0.27% (n = 330,000); E. coli V3065 growth, OD600 absorbance, 18 h; inhibition, % at 11.9 µM;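 active = inhibition above the campaign's mean inhibition across all tested compounds plus 3 SD, cut at about 9.9% in these data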;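 note: uninfected addAB+ strain grown without phage in ampicillin broth; 0% = DMSO wells and 100% = ciprofloxacin 0.95 µg/ml wells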
OPRM1-OPRD1 inv: mu-delta opioid heterodimer inverse agonism | inhibition, % at 9.3 µM | cell-based MOR-DOR heterodimer luminescence | actives 0.21% (n = 340,000); in the data active = inhibition above about 22%, passing the limit was not always enough;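 note: 0% = cells with DMSO and 100% = wells without cells with DMSO; values of inactives mirror those of a sister screen read the other way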
Target sequence (P35372 whole entry, looked up): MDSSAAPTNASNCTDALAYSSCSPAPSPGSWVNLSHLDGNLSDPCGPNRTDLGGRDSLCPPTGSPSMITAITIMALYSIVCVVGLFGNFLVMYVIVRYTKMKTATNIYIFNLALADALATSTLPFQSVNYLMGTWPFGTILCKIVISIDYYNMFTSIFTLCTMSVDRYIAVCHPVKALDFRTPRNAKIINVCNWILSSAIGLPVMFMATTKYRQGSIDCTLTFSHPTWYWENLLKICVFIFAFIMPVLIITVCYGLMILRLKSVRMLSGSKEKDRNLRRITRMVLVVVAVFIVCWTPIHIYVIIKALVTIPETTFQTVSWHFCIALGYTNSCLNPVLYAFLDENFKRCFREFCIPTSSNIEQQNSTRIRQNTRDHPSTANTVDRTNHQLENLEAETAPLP
Target sequence (P41143 whole entry, looked up): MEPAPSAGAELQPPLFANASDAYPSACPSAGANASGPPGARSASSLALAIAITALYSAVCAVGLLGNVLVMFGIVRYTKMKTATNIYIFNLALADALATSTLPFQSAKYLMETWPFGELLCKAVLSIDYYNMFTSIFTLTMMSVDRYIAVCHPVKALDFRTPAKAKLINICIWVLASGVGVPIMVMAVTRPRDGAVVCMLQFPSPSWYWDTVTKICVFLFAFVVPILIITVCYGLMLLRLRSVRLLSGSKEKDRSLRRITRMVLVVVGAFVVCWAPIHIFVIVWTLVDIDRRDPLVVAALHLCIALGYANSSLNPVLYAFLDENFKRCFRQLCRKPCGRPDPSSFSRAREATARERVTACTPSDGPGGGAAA
phage Ecoli inh: E. coli growth loss with phage present; AID 651602; growth absorbance; inhibition, % at 11.9 µM; actives 0.26% (n = 360,000); in the data active = inhibition above about 11%
PKA-R2B act: activators of human PKA-R2B complex; activation, % at 11.4 µM; actives 0.079% (n = 340,000); P22694+P31323; PKA-R2B holoenzyme dissociation, Cy5-IP20 fluorescence polarization; R2B truncated from residue 108, S112A mutant; 0% DMSO only, 100% 113 µM cGMP; AID 504700;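 active = activation above a cutoff set at the mean over all compounds plus 3 SD, cut at about 18% in these data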;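 note: higher means more holoenzyme dissociation and a rise in polarization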
Tat transport: blocks Tat-dependent protein export in E. coli. E. coli MC4100 TorA-mCherry Tat export, fluorescence. inhibition, % at 10 µM. actives 0.036% (n = 340,000);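 active = mean replicate inhibition at least 50% and at least half of replicates individually reaching 50%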;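 note: exported cargo escapes ClpAP degradation while cytoplasmic cargo is degraded and loses fluorescence; 0% = median of neutral control wells and 100% = median of NaSCN control wells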
Mot1-301 SUMO: inhibitors of SUMOylation pathway: yeast Mot1-301 growth rescue; S. cerevisiae Mot1-301 growth rescue, ATP luminescence, 38.5C; percent above DMSO median, 100 means doubled; growth rescue, % at 18.8 µM; actives 1% (n = 320,000);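 active = every valid replicate shows activation above 250% relative to neutral control wells; inactive = the rest, any valid replicate at or below 250%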;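 note: OY570 slx delta 5 strain wells were the positive control but not used for scaling; some compounds called inactive have numbers as strong as hits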
MOR-DOR ag: agonists of human mu-delta opioid receptor heterodimerization | P35372+P41143 | cells, OPRM1-OPRD1 heterodimerization, luminescence | activation, % at 9.3 µM | actives 0.3% (n = 340,000) | AID 504326; in the data active = activation above about 18%;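 note: 0% = vehicle-treated cells and 100% = reference agonist; values of inactives mirror those of a sister screen read the other way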
AddAB inh: less growth of phage-infected E. coli with AddAB; E. coli expressing H. pylori AddAB, absorbance growth; inhibition, % at 11.9 µM; actives 0.29% (n = 330,000); AID 435030; in the data active = inhibition above about 12%;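 note: 0% = vehicle wells of infected cells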
HTR5A inv ctr: inverse agonist of human HTR5A in OPRM1-OPRD1 counter-screen. HTR5A cell line, luminescence, inverse agonism. inhibition, % at 9.3 µM. actives 0.083% (n = 340,000). P47898; in the data active = inhibition mostly above about 23%, no sharp cut-off; inactive = mostly below about 18%;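 note: 0% = cells with DMSO and 100% = no-cell wells with DMSO; some compounds called inactive have numbers as strong as hits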
PfHsp90 yeast 2: inhibits growth of yeast expressing Plasmodium falciparum Hsp90; AID 504621; inhibition, % at 9.4 µM; S. cerevisiae expressing PfHsp90, BacTiter-Glo ATP, 48 h; yeast lacking PDR1 and PDR3 efflux regulators; actives 0.32% (n = 310,000);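 active = every replicate shows inhibition above about 80%, whatever the replicate mean, limit read from the data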;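 note: 0% = DMSO neutral controls and 100% = 20 µM radicicol positive controls; yeast relying on Plasmodium falciparum Hsp90 in place of its own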
Numbers without * were called inactive; i = inactive; . = no result given.

(1) CCOc1ccc2nc(C)cc(Nc3cccc([N+](=O)[O-])c3)c2c1
(2) Cc1ccccc1Cc1c(C)nc2nc(SCC(=O)NCCCN3CCCC3)nn2c1C
(3) CCC1CN(C(=O)NCc2cccc(OC)c2)c2cc(Cl)ccc2O1 (stereo unspecified)
(4) CCC(=O)Nc1ccc(NC(=O)CCc2ccccc2)cn1
(5) CC(=O)c1cccc(NC(=O)C(C)OC(=O)c2cccc(-n3cnnn3)c2)c1 (stereo unspecified)
(6) COc1ccc([C@@H]2CC=C(C(=O)O)[C@H](c3ccc(F)cc3)N2S(=O)(=O)c2ccc(C)cc2)cc1OC
(7) CC1CCCCN1Cc1c(O)ccc2c(=O)c(-c3nc4ccccc4s3)coc12 (stereo unspecified)
(8) CC(=O)c1cccc(OCC(=O)Nc2ccccc2N2CCOCC2)c1
(9) Cc1ccc(C)c(-c2csc(Nc3ncccn3)n2)c1
(10) O=C(O)Cn1nnnc1SCC(=O)Nc1ccccc1F

Assay by compound	1	2	3	4	5	6	7	8	9	10
PfHsp90 yeast 2	17	1	0	-2	-3	25	-3	7	18	11
PKA-R2B act	12	-10	-13	-4	-8	0	-5	1	5	-8
Ecoli viability	-0.7	-3.5	.	-0.3	2.4	-2.3	-4.5	1.1	1.1	-2.3
phage Ecoli inh	0.2	1.7	3.2	-0.3	6.1	2.7	0.6	-0.5	1.7	-2.0
HTR5A inv ctr	-13	-2	-14	-3	14	-16	-14	3	-4	11
OPRM1-OPRD1 inv	-13	3	-6	4	-1	23	-2	12	24	-1
AddAB inh	1.6	0.8	.	1.6	6.1	-3.0	-3.0	-0.4	0.7	3.1
MOR-DOR ag	2.5	-0.4	1.2	-0.7	0.2	-4.0	0.5	-2.9	-5.4	0.3
Mot1-301 SUMO	-9	5	291	-9	-17	6	-4	75	13	-3
Tat transport	5	6	7	2	7	2	-9	5	0	1
PKA-R1A activ	-2	1	7	-14	-15	-9	-2	-5	-2	1

(11) CSCCC(NC(=O)c1ccco1)C(=O)NCc1ccc2c(c1)OCO2 (stereo unspecified)
(12) CN1CCN(Cc2ccc(Sc3ccc(Cl)cc3)c([N+](=O)[O-])c2)CC1
(13) CCc1c(O)nc(SCC(=O)Nc2ccccc2)n(-c2ccccc2)c1=O
(14) Cc1onc(-c2ccccc2)c1C(=O)OCC(=O)Nc1ccccc1
(15) COc1cccc(CN2CCNC(=O)C2CC(=O)O)c1OC (stereo unspecified)
(16) CC(C)N(C(=O)CN1CCN(C(=O)C2COc3ccccc3O2)CC1)C(C)C (stereo unspecified)
(17) CCOc1ccc(OCCC(=O)OCC(=O)Nc2cc(C)nn2-c2ccccc2)cc1
(18) CCOc1[nH]n(-c2ccc(Cl)cc2)c(=O)c1C=Nc1ccc(Cl)cc1
(19) COCCN(C(=O)Cc1ccc(OC)c(OC)c1)c1nc(-c2cc(OC)ccc2OC)cs1
(20) O=C(Cc1n[nH]c(=O)c2ccccc12)OCC(=O)c1ccc2c(c1)OCCO2

Assay by compound	11	12	13	14	15	16	17	18	19	20
PfHsp90 yeast 2	17	3	-33	-6	12	.	-13	.	11	-9
PKA-R2B act	-1	-2	7	-4	-1	-5	-3	-1	-7	-4
Ecoli viability	.	0.2	-0.1	.	-1.0	-1.6	2.5	1.2	.	-1.4
phage Ecoli inh	3.3	1.1	1.3	2.9	2.2	0.4	4.3	1.6	-1.4	2.6
HTR5A inv ctr	-4	8	-2	-11	-24	-5	3	3	-4	-12
OPRM1-OPRD1 inv	20	1	6	9	2	12	14	14	4	4
AddAB inh	.	1.3	-1.3	.	0.0	-0.2	5.0	2.5	.	2.9
MOR-DOR ag	-4.2	-0.2	-1.0	-1.7	-0.4	-3.2	-2.5	-2.4	-0.9	-0.7
Mot1-301 SUMO	.	-17	19	.	-9	-24	40	16	12	13
Tat transport	1	-9	8	2	-4	-10	6	21	6	0
PKA-R1A activ	-2	-15	3	-5	-9	4	-2	-2	-7	-1

An excerpt of these results, with two lines to a compound.
Under each structure – PfHsp90 yeast 2, PKA-R2B act, Ecoli viability, phage Ecoli inh, HTR5A inv ctr, OPRM1-OPRD1 inv, AddAB inh, MOR-DOR ag, Mot1-301 SUMO, Tat transport, PKA-R1A activ
17. CCOc1ccc(OCCC(=O)OCC(=O)Nc2cc(C)nn2-c2ccccc2)cc1
    -13, -3, 2.5, 4.3, 3, 14, 5.0, -2.5, 40, 6, -2
18. CCOc1[nH]n(-c2ccc(Cl)cc2)c(=O)c1C=Nc1ccc(Cl)cc1
    ., -1, 1.2, 1.6, 3, 14, 2.5, -2.4, 16, 21, -2

(listing goes on)
(21) CC(C)(CNC(=O)c1ccc(Cl)c(S(=O)(=O)N2CCc3ccccc3C2)c1)N1CCOCC1
(22) COc1ccc(-n2cc(CNCCN3CCOC3=O)c(-c3ccccc3Cl)n2)cc1
(23) C/C(CC(=O)Nc1ccc(F)cc1)=N\NC(=O)COc1ccccc1
(24) CCOc1ncccc1C(=O)OCC(=O)N1CCc2ccccc21
(25) Nc1cccnc1S(=O)(=O)c1ccccc1
(26) COc1ccc(Br)cc1C(=O)Nc1ccc(C(=O)O)cc1
(27) O=C(CSc1nnc(SCc2cccc3ccccc23)s1)Nc1ccc(C(=O)O)cc1
(28) CCn1cc(S(=O)(=O)NC(C)c2cc(OC)ccc2OC)cn1 (stereo unspecified)
(29) O=C(O)c1ccc(S(=O)(=O)N2CCC(Cc3ccccc3)CC2)cc1
(30) CN(C)CCOC1c2ccccc2CCc2ccc3ccccc3c21 (stereo unspecified)

Assay by compound	21	22	23	24	25	26	27	28	29	30
PfHsp90 yeast 2	-6	-20	7	1	20	0	-56	14	-21	11
PKA-R2B act	-5	8	-2	-1	0	5	10	8	-4	-2
Ecoli viability	-3.3	-1.8	2.1	-1.9	0.6	0.0	-0.3	-0.8	1.9	-0.2
phage Ecoli inh	2.6	0.7	2.9	2.5	3.3	1.9	3.6	0.9	0.2	1.3
HTR5A inv ctr	0	-28	-37	-7	5	-1	-4	-5	-4	-12
OPRM1-OPRD1 inv	-2	-4	5	-6	20	2	19	3	11	5
AddAB inh	-0.4	-1.1	3.0	-9.5	0.9	0.2	4.0	-3.1	2.1	0.8
MOR-DOR ag	0.4	0.7	-0.9	0.9	-4.5	-0.3	-3.6	-0.6	-2.2	-1.0
Mot1-301 SUMO	-7	7	6	-16	-5	-6	31	1	1	3
Tat transport	0	2	-11	-7	-4	-8	-12	6	2	3
PKA-R1A activ	-7	1	-9	-5	-13	-6	-11	1	-11	-3

(31) Cc1c(C(=N)C(C#N)C#N)c(=N)oc2c1ccc1ccccc12
(32) CCC1(c2ccccc2)NC(=O)N(CC(=O)Nc2ccccc2N2CCCCC2)C1=O (stereo unspecified)
(33) CCNC1CCS(=O)(=O)C1 (stereo unspecified)
(34) CCN(CCn1cccn1)Cc1c(C(=O)N2CCCCCCC2)nc2ccc(Cl)cn12
(35) CCOC(=O)C1(CCCc2ccccc2)CCN(Cc2cnc(C)s2)CC1
(36) CC1CN(C(=O)/C=C/c2ccc(SC(F)F)cc2)CC(C)O1 (stereo unspecified)
(37) CCN1CCN(CC(=O)Nc2cccc(C)c2C)C(=O)C1=O
(38) CCC(C)[C@H](NC(=O)[C@@H]1CSC2c3ccccc3C(=O)N21)C(=O)NCC1CCCO1 (stereo partly specified)
(39) COc1cccc(C2C(C#N)=C(N)Oc3cc(C)n(Cc4ccccn4)c(=O)c32)c1OC (stereo unspecified)
(40) COc1ccc(OCCCC(=O)NNC(=O)c2ccncc2)cc1

Assay by compound	31	32	33	34	35	36	37	38	39	40
PfHsp90 yeast 2	1	14	1	-8	-13	-17	14	15	7	1
PKA-R2B act	-3	-6	-1	-9	5	1	-2	-8	-1	1
Ecoli viability	0.0	-0.8	-0.5	-1.3	0.0	2.3	-0.2	-0.2	-0.7	-3.6
phage Ecoli inh	0.7	-1.0	0.6	-0.6	1.7	-1.3	2.5	-0.5	-1.2	1.0
HTR5A inv ctr	18	5	-23	-6	3	-2	-15	-12	-23	10
OPRM1-OPRD1 inv	9	-7	7	7	i	13	6	11	6	6
AddAB inh	-0.6	1.1	-0.5	-1.7	-2.4	0.7	0.5	-0.7	4.1	-3.1
MOR-DOR ag	-1.7	1.4	-1.3	-1.0	106*	-2.8	-1.2	-2.2	-1.4	-0.9
Mot1-301 SUMO	-11	1	-22	-11	25	25	518*	11	3	-2
Tat transport	8	1	-1	3	0	-5	-5	3	-4	2
PKA-R1A activ	-6	5	-6	-14	0	3	2	0	-8	-12

(41) O=C(c1ccc(Cl)cc1)N1CCC(C(=O)N2CCN(c3ncccn3)CC2)CC1
(42) CC1(C)CC(N2CCCC2)=CC(=[N+]2CCCCCC2)C1
(43) CCC(C)N(C)C1CCN(C(=S)Nc2cccc(SC)c2)CC1 (stereo unspecified)
(44) CC(CCc1ccccc1)NC(=O)COC(=O)C(CCC(N)=O)NC(=O)c1ccc(F)cc1 (stereo unspecified)
(45) O=C(COC(=O)CNC(=O)C1CCCCC1)Nc1ccccc1Cl
(46) Cc1cc(Oc2cccc3c2S(=O)(=O)N(C2CCCC2)CC(COCc2ccccc2)O3)cc(C)c1C (stereo unspecified)

Assay by compound	41	42	43	44	45	46
PfHsp90 yeast 2	7	-15	1	-5	3	7
PKA-R2B act	-8	-4	-8	-8	0	-7
Ecoli viability	-0.3	-1.9	-3.5	-2.8	0.4	.
phage Ecoli inh	3.5	4.1	0.6	2.3	3.4	1.7
HTR5A inv ctr	-16	16	7	-3	11	-18
OPRM1-OPRD1 inv	15	12	10	4	14	13
AddAB inh	-2.7	-0.7	-1.7	-2.5	2.0	.
MOR-DOR ag	-3.6	-2.4	-1.9	-0.8	-2.4	-2.9
Mot1-301 SUMO	-1	0	67	27	1	.
Tat transport	-3	3	4	4	-3	-5
PKA-R1A activ	-9	1	-13	4	3	6
